CHRM4 PAM: positive allosteric modulators of human muscarinic M4 receptor; CHO-K1 hM4/Gqi5, Fluo-8 calcium fluorescence, ACh EC20; 0% = ACh EC20, 100% = maximal ACh; AID 624126; actives 0.4% (n = 360,000); P08173; activation, % at 3 µM;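 active = activation above its plate's cutoff, the mean activation of sample wells plus 3 SD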; note: some results filed as inactive read as strong as hits
Target sequence (P08173 whole entry, looked up): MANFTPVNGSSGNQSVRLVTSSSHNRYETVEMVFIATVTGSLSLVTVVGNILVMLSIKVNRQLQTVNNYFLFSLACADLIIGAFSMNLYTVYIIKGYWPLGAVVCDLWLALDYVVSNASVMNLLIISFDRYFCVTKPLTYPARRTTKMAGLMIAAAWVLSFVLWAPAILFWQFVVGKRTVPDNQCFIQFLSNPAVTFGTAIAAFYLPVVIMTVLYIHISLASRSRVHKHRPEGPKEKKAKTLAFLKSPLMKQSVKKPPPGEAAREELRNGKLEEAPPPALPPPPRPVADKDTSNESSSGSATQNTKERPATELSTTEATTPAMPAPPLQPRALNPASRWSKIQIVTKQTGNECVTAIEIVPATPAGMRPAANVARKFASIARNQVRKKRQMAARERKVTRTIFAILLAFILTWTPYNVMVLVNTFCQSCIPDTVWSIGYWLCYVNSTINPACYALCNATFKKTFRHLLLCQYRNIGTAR
CHRM5 antagonist: blocks acetylcholine activation of human M5 receptor | CHO-hM5 cells, Fluo-8 calcium fluorescence, ACh EC80 | inhibition, % at 3 µM | actives 0.59% (n = 360,000);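 active = inhibition above a per-plate cutoff, the mean of that plate's test compounds plus 3 SD, cut at about 27% in these data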;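 note: 0% = acetylcholine EC80 with DMSO and 100% = DMSO without agonist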
Target sequence (P08912 whole entry, looked up): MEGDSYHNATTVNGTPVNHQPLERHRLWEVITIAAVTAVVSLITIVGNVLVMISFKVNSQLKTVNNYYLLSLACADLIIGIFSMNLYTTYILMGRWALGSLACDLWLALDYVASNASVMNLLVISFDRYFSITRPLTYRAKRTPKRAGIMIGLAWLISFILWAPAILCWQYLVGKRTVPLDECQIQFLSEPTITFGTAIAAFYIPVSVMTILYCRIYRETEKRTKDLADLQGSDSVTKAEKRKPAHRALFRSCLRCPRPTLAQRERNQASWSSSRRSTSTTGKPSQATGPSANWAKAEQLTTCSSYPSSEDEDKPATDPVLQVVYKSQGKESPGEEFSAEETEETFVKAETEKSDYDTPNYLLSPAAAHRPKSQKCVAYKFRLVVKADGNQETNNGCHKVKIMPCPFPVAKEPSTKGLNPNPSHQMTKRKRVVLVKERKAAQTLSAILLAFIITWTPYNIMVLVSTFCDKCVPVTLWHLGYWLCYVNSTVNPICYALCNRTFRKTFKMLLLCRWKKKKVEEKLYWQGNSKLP
CHO-K1 Ca antag: nonselective inhibitor or artifact in parental CHO-K1 cells; ATP-induced calcium, Fluo-8 fluorescence; inhibition, % at 3 µM; actives 0.6% (n = 360,000);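 active = inhibition above a per-plate cutoff, the plate's mean sample inhibition plus 3 SD, cut at about 24% in these data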;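 note: 0% = DMSO plus EC80 ATP and 100% = DMSO alone without ATP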
M4 ag: CHRM4 agonism in calcium assay. activation, % at 3 µM. CHO-K1 hM4/Gqi5, Fluo-8 calcium fluorescence; vehicle 0%, full acetylcholine response 100%. P08173. actives 0.14% (n = 360,000);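 active = activation above the run mean over all test wells plus 3 SD, cut at about 32% in these data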;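 note: peak over basal fluorescence ratio per well then scaled between controls; 0% = DMSO wells and 100% = acetylcholine at EC100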
CHRM5 PAM: CHRM5 positive allosteric modulation. actives 0.3% (n = 360,000). activation, % at 3 µM. CHO-K1 hM5, Fluo-8 calcium, ACh EC20 PAM; 0% = ACh EC20, 100% = ACh EC100. P08912. AID 624038;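 active = activation above the run cutoff, the mean activation of all test compounds plus 3 SD, cut at about 18% in these data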
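System – CHO-K1 hM5 cells · Compound – 3 µM, single dose · Incubation – compound preincubation 140 s before EC20 acetylcholine addition · Technique – Fluo-8 calcium fluorescence · Measure – Max/basal fluorescence ratio as % of EC20–EC100 ACh window · Benchmarks – low control EC20 acetylcholine (0%), high control EC100 acetylcholine (100%) · Replication – singlicate, one well per test compound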
M5 ag: CHRM5 agonism in calcium assay. P08912. CHO-K1 hM5 cells, Fluo-8 calcium fluorescence; 0% DMSO wells, 100% maximal acetylcholine response. activation, % at 3 µM. actives 0.19% (n = 360,000). AID 624037;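 active = activation above the run's mean over test compounds plus 3 SD, cut at about 23% in these data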;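 note: signal is peak over basal fluorescence ratio across the kinetic read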
M1 ag parental: counter-screen for M1 agonists: effect in parental CHO-K1 cells; actives 0.48% (n = 360,000); activation, % at 3 µM; Fluo-8 calcium fluorescence; scaled to maximal ATP response, vehicle zero; in the data active = activation above about 15%;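 note: untransfected CHO-K1 host cells lacking M1 receptor as counterscreen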
CHRM4 antagonist: blocks acetylcholine activation of human M4 receptor; actives 0.73% (n = 360,000); AID 624125; P08173; inhibition, % at 3 µM; CHO-hM4 cells, ACh EC80, Fluo-8 calcium fluorescence;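 active = inhibition above its plate's cutoff, the mean inhibition of sample wells plus 3 SD, cut at about 27% in these data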;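 note: 0% = acetylcholine EC80 with DMSO and 100% = DMSO without agonist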
CHO-K1 Ca PAM: counter-screen for M1 PAMs: effect in parental CHO-K1 cells. ATP EC20, Fluo-8 calcium fluorescence; 0% at ATP EC20, 100% at ATP max. activation, % at 3 µM. actives 0.02% (n = 360,000);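 active = activation above the run cutoff, the mean activation of all test compounds plus 3 SD, cut at about 40% in these data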;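 note: peak over basal fluorescence ratio in a 140 s read after ATP addition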
Numbers without * were called inactive.

Every second line gives: M4 ag	M1 ag parental	M5 ag	CHRM5 PAM	CHO-K1 Ca antag	CHO-K1 Ca PAM	CHRM5 antagonist	CHRM4 antagonist	CHRM4 PAM
Cc1ccc(S(=O)(=O)N2CCN(C)CC2)cc1-c1nnc2c3ccccc3c(C)nn12
 : 4	1.3	-1	-6	-8	20	5	4	-3
COc1ccc(CNCCNC(=O)c2cccs2)c(OC)c1OC
 : 0	1.0	-1	7	-19	17	-10	0	-3
CCc1ccc(C2c3[nH]c4ccccc4c3CCN2C(=O)c2cc[n+]([O-])cc2)cc1 (stereo unspecified)
 : 6	1.6	5	-2	-12	6	7	-2	-16
COCCN(CCOC)S(=O)(=O)c1ccc(C(=O)Nc2nnc(C)o2)cc1
 : 0	-0.4	-2	-6	0	10	0	-4	2
O=C(CSc1ccccn1)Nc1ccc2c(c1)C(=O)c1ccccc1C2=O
 : 1	0.3	-2	-1	8	-8	12	1	-6
Cc1ccc(S(=O)(=O)NCCCCCC(=O)NCCc2ccccc2)cc1
 : 1	-0.1	4	4	4	2	-8	-4	-3
O=C(CCC(=O)c1cccs1)OCC(=O)N1CCN(S(=O)(=O)c2ccccc2)CC1
 : 4	1.6	1	3	-4	16	-6	-3	8
CCC(C)(C(=O)NC1CCCC1)N(Cc1ccco1)C(=O)c1ccccn1 (stereo unspecified)
 : 1	0.1	-2	-5	-5	8	14	13	-3
O=C(O)CCCC(=O)N1CCN(c2nc(-c3ccccc3Cl)c3cc(Br)ccc3n2)CC1
 : 0	1.7	-3	3	-7	-9	11	6	1
COc1cc(/C=N/Nc2nncc3ccccc23)cc(OC)c1OC
 : 7	2.8	1	-2	-8	9	11	-2	0
CCOC(=O)/C(C#N)=C/c1ccc(OCC(=O)Nc2ccccc2)c(OC)c1
 : 3	1.1	-3	1	-14	22	2	-9	11
CSc1ncccc1C(=O)NNC(=O)c1csc(N2CCOCC2)n1
 : 1	-0.3	0	-6	-8	23	2	-21	5
Cc1cc(=O)oc2cc(OCC(=O)N3CC[C@@]4(O)CCCC[C@H]4C3)ccc12
 : 1	0.4	3	6	-2	23	-1	-5	5
Cc1ccc(O)c(NC(=O)c2noc3c2CCc2ccccc2-3)c1
 : 0	0.2	-2	-5	1	-3	2	4	-4
COCCCNC(=O)c1cccs1
 : 0	-0.5	2	3	-7	3	-10	1	-1
C/C(=N/NC(=O)CNS(=O)(=O)c1ccccc1)c1ccc(Br)cc1
 : -1	-0.3	-3	-4	-6	6	12	-2	-1
N#CC1(NC(=O)CSc2nc3ccc([N+](=O)[O-])cc3s2)CCCCC1
 : 2	0.9	-1	-8	8	-4	6	-2	-2
CC(=O)c1c(C)[nH]c(C(=O)OCC(=O)c2c(N)n(CC(C)C)c(=O)n(C)c2=O)c1C
 : 0	2.0	2	3	-12	2	5	2	-3
Cc1nc2ccccn2c1C(=O)NNS(=O)(=O)c1ccc(Cl)cc1
 : 19	15	7	-19	-5	2	19	10	-31
Oc1ccc(Nc2nc(NCC3CCCO3)c3ccccc3n2)cc1 (stereo unspecified)
 : 3	0.3	-7	2	-6	0	2	-6	-2

Single values from the results shown.
Entry for `Cc1nc2ccccn2c1C(=O)NNS(=O)(=O)c1ccc(Cl)cc1` in CHRM5 PAM: -19
Entry for `COc1cc(/C=N/Nc2nncc3ccccc23)cc(OC)c1OC` in CHRM4 PAM: 0
Entry for `Cc1ccc(O)c(NC(=O)c2noc3c2CCc2ccccc2-3)c1` in CHO-K1 Ca antag: 1

Following part.
Every second line gives: M4 ag	M1 ag parental	M5 ag	CHRM5 PAM	CHO-K1 Ca antag	CHO-K1 Ca PAM	CHRM5 antagonist	CHRM4 antagonist	CHRM4 PAM
O=C1C=CC(=O)N1c1cccc(-c2ccccc2)c1
 : 16	4.0	-2	-16	11	-12	2	42*	-49
COc1ccccc1/C=C/C(=O)OCC(=O)NCc1ccco1
 : 1	0.2	-2	-1	-8	19	-4	3	13
c1ccc2nc3c(nc2c1)CCCC3
 : 3	0.3	-2	-2	-8	9	10	4	-1
Cc1c(C)c2ccc(OC(C)C(=O)NCCN3CCOCC3)c(C)c2oc1=O (stereo unspecified)
 : 1	2.1	0	8	-2	2	-8	4	-3
Cc1cccc(NC(=O)CSc2cc(C(=O)c3nccn3C)c3ccccc3n2)c1
 : 0	0.3	-1	-7	-2	6	16	7	10
CC(C)CN1CC(C(=O)O)CC1=O (stereo unspecified)
 : 1	3.3	-3	12	-4	23	1	-8	11
Cc1ccccc1-n1c(Cn2c(=O)sc3ccccc32)nnc1SCC(=O)NCC1CCCO1 (stereo unspecified)
 : 1	0.2	2	-1	6	2	-3	8	-7
NC1=NC[C@H](Cc2ccccc2)N1CC1CCCCC1
 : 1	0.2	-12	-7	-8	-3	22	14	-4
COc1cccc(CN2CC(C(=O)N3CCN(c4ccc(Cl)cc4)CC3)CCC2=O)c1 (stereo unspecified)
 : 5	7.1	0	-3	-11	-1	22	2	-3
CNC(=O)c1nc(C)n(-c2cc(Cl)cc(Cl)c2)n1
 : -1	0.0	-4	3	-9	17	-6	-7	6
C=CCn1cc(C(C)=O)c(=O)[nH]c1=O
 : 1	-0.5	-4	-6	2	1	1	6	7
CN1OC[C@@H]2CN(S(=O)(=O)c3cccc4ccccc34)[C@H](c3ccc(-c4ccccc4)cc3)C[C@@H]21
 : 1	-0.1	1	2	-11	7	-10	-14	4
CN(C(=O)CC1C(=O)NCCN1Cc1ccc(F)c(F)c1)C1CCOCC1 (stereo unspecified)
 : 0	0.8	-4	0	-7	18	-8	11	0
Cc1cc(Cl)ccc1OCC(=O)OCC(=O)Nc1ccc(Cl)cn1
 : 0	0.4	1	0	-13	20	1	-11	10
O=C(NCc1cccnc1)c1ccc(S(=O)(=O)N2CCCCCC2)cc1
 : 4	3.0	0	4	-15	14	8	6	1
CCN(CC)C(=O)C1CCCN(c2ncnc3c2cnn3-c2cccc(C)c2)C1 (stereo unspecified)
 : 1	0.7	1	-14	-9	16	4	-1	-5
CC(C)CNC(=O)c1ccccc1NC(=O)/C=C/c1cccc([N+](=O)[O-])c1
 : 1	0.1	-3	-1	-10	25	-7	-8	-2
CS(=O)(=O)N(Cc1ccccc1)c1ccc(C(=O)NCc2cccnc2)cc1
 : 2	1.5	-7	-3	-8	19	-1	1	1
COc1cccc(NC(=O)C2(C)CCN2Cc2cccc(OC)c2F)c1 (stereo unspecified)
 : 6	1.9	-2	-2	-18	13	-12	-24	-4
CC(=O)c1ccc(OCCCC(=O)N2CCN(S(=O)(=O)c3cccs3)CC2)cc1
 : 8	5.3	-9	-9	-10	17	6	0	-2
CCN1C(=O)C(CC(=O)Nc2ccc(OC)cc2)N(Cc2cccs2)C1=S (stereo unspecified)
 : -1	0.0	2	-2	6	-7	1	-9	7
Cc1nnc(SCC(=O)c2ccccc2F)n1Cc1ccccc1
 : 2	0.9	-6	3	-12	3	2	-8	-2
COc1ccc(/C=N\NC(=O)C2C(=O)NCC2c2ccccc2)cc1O (stereo unspecified)
 : 0	0.0	-2	-1	-8	6	1	-5	8
Cc1nc(-c2ccc(S(=O)(=O)Nc3cccc(Cl)c3)cc2)co1
 : 6	2.9	0	-7	-3	-15	-6	-19	1
CC1CCc2[nH]c3ccc(C(=O)O)cc3c2C1 (stereo unspecified)
 : 3	1.2	-1	-10	4	-9	15	14	-6
O=[N+]([O-])c1ccccc1S(=O)(=O)N(CC(O)CN1CCCCC1)c1ccccc1 (stereo unspecified)
 : 1	0.5	-3	1	-15	3	15	3	-5
CCC(=O)N1CCN(c2ccccc2NC(=S)NC(=O)c2cccc([N+](=O)[O-])c2)CC1
 : 13	4.6	-1	-12	-7	23	11	-16	-5
O=C(CSc1ccc(-c2ccccn2)nn1)N1CCCc2ccccc21
 : 8	3.8	0	7	-25	-2	-1	-7	-7
CCOC(=O)c1c(C)nc(C)c(C(=O)OCC)c1-c1ccccc1
 : -1	0.5	0	2	-15	18	-3	-1	5
Cc1c(NC(=O)CSc2nnc(COc3ccccc3)n2-c2ccccc2)c(=O)n(-c2ccccc2)n1C
 : 0	-0.1	-9	-15	-13	14	4	4	-1
CCCCN(C(=O)c1ccc2ccccc2c1)c1c(N)n(CCCC)c(=O)[nH]c1=O
 : 0	0.9	0	5	-19	19	8	-4	1
O=C(CSc1nc2ccccc2s1)N1N=C(c2cccs2)CC1c1ccc(F)cc1 (stereo unspecified)
 : 0	1.1	-1	-10	-5	22	4	-2	-8
COC(=O)c1cccc(NC(=O)c2cc3sccc3n2C)c1
 : 0	0.2	-3	-1	-2	9	-14	3	-3
Nc1cc(N)nc(SCc2ccccc2)n1
 : 0	0.3	0	-3	-4	15	-5	5	-2
CSc1nc2c(c(=O)[nH]1)C(c1cccc(Br)c1)CC(=O)N2 (stereo unspecified)
 : 1	1.0	5	-1	-8	3	3	0	4
CCOC(=O)Cn1c(CN2CCOCC2)nc2c1c(=O)n(C)c(=O)n2C
 : 2	0.7	1	-2	-5	14	1	-12	5
O=C1c2ccccc2C(=O)N1CSc1nnc(Nc2ccccc2)s1
 : 3	0.3	2	0	7	-1	-2	-2	7
Cc1ccc(/C=N/NC(=O)c2ccc(-c3ccccc3)cc2)o1
 : 1	0.4	-3	-2	-4	10	16	8	-3
CCN(CC(=O)Nc1c(F)cccc1F)C(=O)CCNC(=O)c1ccco1
 : 1	1.7	0	7	0	0	-1	-1	6
COc1ccc(C(=O)Oc2ccc3c(C)cc(=O)oc3c2C(C)=O)cc1
 : 1	1.4	-2	-2	-12	23	-1	-8	-6
O=C(C1CCN(CCc2ccccc2)CC1)N1CCOCC1
 : 1	-0.3	-2	2	-5	-1	-1	-17	11
CC(=O)Nc1ccc2c(c1)N(C(=O)CN(C)C)c1ccccc1CC2
 : 1	0.4	-7	3	-14	7	-4	6	-7
Cc1ccc(C(=O)OCC(=O)NCc2cccs2)s1
 : 1	0.1	0	1	6	-24	3	2	3
COc1ccc(/C=C/C(=O)N2CCN(c3ccccn3)CC2)c(OC)c1OC
 : 12	4.9	1	-4	-6	8	4	-10	-1
Cc1cc(OC(C)C(=O)NCC2CCC(C(=O)O)CC2)c2c(C)cc(=O)oc2c1 (stereo unspecified)
 : 1	0.5	3	3	-6	17	1	-18	11
Cc1nnc(NC(=O)CN2CCN(Cc3ccccc3)CC2)s1
 : 1	1.2	-2	2	-11	27	8	4	-2
O=C(Nc1ccccc1)c1ccccc1OCc1cccc([N+](=O)[O-])c1
 : 3	2.1	-3	-8	-13	5	1	3	-8
O=C(C1CCN(S(=O)(=O)c2cccc([N+](=O)[O-])c2)CC1)N1CCOCC1
 : 2	-0.1	3	1	6	-4	1	3	-3
CC1CCN(S(=O)(=O)c2ccc3c(c2)N(CC(=O)NCCCOC(C)C)C(=O)CO3)CC1
 : -2	0.2	-5	1	-11	4	2	2	-4
COC(=O)Cn1c(=NC(=O)CSCC(=O)Nc2cc(C)on2)sc2cc(C(=O)OC)ccc21
 : 1	0.4	1	5	-6	4	-2	-8	5
CC1=[N+](CC(=O)NC(C)(C)C)CCc2ccccc21
 : 0	2.1	-8	-3	-15	30	3	9	-5
COc1cccc(C(=O)NC(C)c2ccc(Br)cc2)c1 (stereo unspecified)
 : -1	0.2	-4	-3	2	9	1	7	-2
O=C(COC(=O)c1ccccc1Cl)NC1CCCCCC1
 : 2	0.1	-2	-6	-16	3	9	3	7

Assay outcomes from PubChem BioAssay.
